SRC3 TRFRET art = TR-FRET artefact, counter-screen to PPARgamma/SRC-3 agonist assay; PPARgamma/SRC-3 format; hits give high values; TR-FRET ratio at 8 µM; actives 0.39% (n = 99,000); in the data active = TR-FRET ratio above about 2000; note: inactives centre near 1600; reference of the scale not given here
SRC1 TRFRET art = TR-FRET artefact, counter-screen to PPARgamma/SRC-1 agonist assay; TR-FRET ratio at 8 µM; AID 1051; TR-FRET detection artefact counter-screen, emission ratio; hits give high values; actives 0.34% (n = 99,000); in the data active = TR-FRET ratio above about 2300; note: inactives centre near 1800; reference of the scale not given here
* hit, by the source's call.

nr	Molecule	SRC3 TRFRET art	SRC1 TRFRET art
1	CC(c1ccccc1C(O)(c1ccccc1)c1ccccc1)N(C)C (stereo unspecified)	1475	1520
2	CN(C)c1cc[n+](CC(=O)Nc2ccc(Oc3ccccc3)cc2)cc1	1561	1872
3	CC(C)CC1=NC(C(F)(F)F)(C(F)(F)F)c2c(n(CC(C)C)c(=O)[nH]c2=O)N1	1459	1583
4	N#Cc1ccc(N/N=C/c2ccccc2)c([N+](=O)[O-])c1	1575	2160
5	CN(C)S(=O)(=O)c1cccc(NC(=O)c2cc(-c3cccs3)nn2-c2ccccc2)c1	1590	1872
6	O=C(O)CNS(=O)(=O)c1ccc2[nH]c(=O)c(=O)[nH]c2c1	1416	1819
7	Oc1ccc(N2CCN(c3nnnn3-c3ccccc3)CC2)cc1	1538	1695
8	O=C(OCC1CC(c2ccccn2)=NO1)c1ccc(Br)cc1 (stereo unspecified)	1663	1791
9	O=C(NCCN1CCOCC1)/C(=C\c1ccc(Br)cc1)NC(=O)c1cccs1	1549	1684
10	S=C(NCCc1c[nH]c2ccccc12)NC1CCCC1	1545	1852
11	CCN(CC)c1nc(C)c(C(=S)Nc2cc([N+](=O)[O-])ccc2Cl)s1	1773	1887
12	CCCCN=C1NN=C(c2cc3ccccc3o2)CS1	1677	1791
13	Cc1ccc(-c2nc(C#N)c(NCc3ccco3)o2)cc1	1508	1938
14	COc1ccc(-c2nc(Cn3c(SCc4cccc(F)c4)nc4ccncc43)c(C)o2)cc1OC	1758	1912
15	CCn1c(O)c(/C=C2\C=NN=C2c2ccc(C)cc2)sc1=S	1377	1783
16	O=C(CN1CCCCCC1)N/N=C/c1ccc(Cl)c(Cl)c1	1781	2007
17	COc1cc(S(=O)(=O)Nc2cccc(C)c2)ccc1NC(=O)c1ccncc1	1643	1819
18	O=C1c2ccccc2C(=O)C1c1ccc2ccccc2n1	1509	1626
19	CCN(c1ccccc1)S(=O)(=O)c1ccc(Cl)c(NC(=O)COC(=O)c2cccc(OC)c2O)c1	1696	1688
20	S=C(NCc1ccc2c(c1)OCO2)NCc1ccc2c(c1)OCO2	1416	1654
21	CS(=O)(=O)N1CCC(Oc2ccccc2C(=O)NC(C2CC2)C2CC2)CC1	1581	1747
22	COc1ccc(N(C(C)C(=O)N/N=C/c2cc(Br)c(C)o2)S(C)(=O)=O)cc1 (stereo unspecified)	1474	1648
23	Cc1ccc(S(=O)(=O)NCC(=O)N(CC(=O)NCC2CCCO2)Cc2ccco2)cc1 (stereo unspecified)	1703	1754
24	O=C(CN1CCCc2ccccc21)NCCc1ccc(F)cc1	1395	1506
25	COc1ccccc1N=c1scc(-c2ccc3c(c2)NC(=O)CO3)n1CC1CCCO1 (stereo unspecified)	1639	1862
26	CSc1nnc(-c2ccc([N+](=O)[O-])cc2)o1	1770	1877
27	c1ccc2sc(Sc3ncnc4sccc34)nc2c1	1839	1852
28	COc1ccc(N(CC(=O)Nc2cc(C)ccc2C)S(=O)(=O)c2ccccc2[N+](=O)[O-])c(OC)c1	1576	1686
29	COc1ccc(-c2csc3nc(C)nc(N4CCC(C)CC4)c23)cc1OC	1820	1970
30	Cc1cc(C)c(NC(=O)C2c3ccccc3Oc3ccccc32)c(C)c1	1656	1807
31	O=C(CN1CCN(c2ccc(O)cc2)CC1)Nc1cc(S(=O)(=O)N2CCOCC2)ccc1Cl	1624	1842
32	Cc1cccc(-c2n[nH]c(=S)n2-c2ccccc2)c1[N+](=O)[O-]	1541	1664
33	COc1cc(/C=N/NC(N)=O)ccc1OC(=O)c1cccs1	1812	1817
34	Cc1c(/C=N\NC(=O)C2(C)CC2(Cl)Cl)cnn1C (stereo unspecified)	1466	1947
35	Cc1cccc(NC(=O)C(=O)N/N=C/c2ccncc2)c1	1393	1920
36	Cc1cc(C(=O)N/N=C2\CC(=O)c3ccccc32)c(C)n1-c1ccccc1	1872	1920
37	CCOc1nc(Nc2ccc([N+](=O)[O-])cc2)nc(NC(C)(C)C)n1	1620	1915
38	NC(=O)C1=C[C@H](c2coc3ccccc3c2=O)C[C@H](OCCCCO)O1	1551	1832
39	COC(=O)C1CCN(C(=O)CSc2ccccc2)CC1	1594	1714
40	O=C1CS/C(=C/C(=O)c2cccc(Cl)c2)N1	1366	1829
41	c1ccc2c(SCc3cn4ccccc4n3)nncc2c1	1457	1819
42	Cc1cccc(-n2c(SCC(N)=O)nc3c(c2=O)C2(CCCC2)Cc2ccccc2-3)c1	1955	2092
43	CCOc1cc(NC(=S)NCc2ccco2)c(OCC)cc1NC(=O)CC	1675	1768
44	O=C(CN1CCCc2ccccc21)N/N=C/c1c(O)ccc2ccccc12	1654	1907
45	Cc1c(CNCCCc2ccccc2)c(C(=O)O)c(C)n1Cc1ccccc1	1617	1936
46	c1ccc(OCc2cc(-c3ccccc3)no2)cc1	1603	1789
47	Cc1ccc(C2C(C#N)=C(N)Oc3n[nH]c(-c4cccnc4)c32)o1 (stereo unspecified)	1596	1897
48	O=C1C(Cc2cccc([N+](=O)[O-])c2)SC(=Nc2ccccc2)N1c1ccccc1 (stereo unspecified)	1573	1863
49	CCCN1CCN(C(=S)NCc2ccc(Cl)cc2)CC1	1428	1627
50	COc1ccc(C(=O)Nc2ccc(S(=O)(=O)Nc3cc(C)nc(C)n3)cc2)cc1OC	1441	1676
51	CC(c1ccon1)N(C)Cc1cn(Cc2ccccc2)nc1-c1ccc2c(c1)OCO2 (stereo unspecified)	1368	1560
52	Cc1cc(Cl)ccc1N1C(=O)CC(NNC(=O)c2cccnc2)C1=O (stereo unspecified)	1648	1590
53	OCC1(Cc2ccc(Cl)cc2)CCN(CC2CC=CCC2)CC1 (stereo unspecified)	1597	1740
54	COc1ccc(-c2[nH]ncc2CN(C)Cc2cccnc2)c(OC)c1	1448	1775
55	O=C(Nc1cc(Cl)cc(Cl)c1)C(c1ccccc1)N1CCCCC1 (stereo unspecified)	1801	1934
56	CC(O)Cc1cn([C@@H](CCCCN)C(=O)N2CCNCC2)nn1 (stereo partly specified)	1528	1804
57	CC(=O)NC1=NN(C(C)=O)C(C)(c2ccc(C)o2)S1 (stereo unspecified)	1676	1694
58	COc1ccccc1NC(=S)N1CCC(NC(=O)c2ccco2)CC1	1771	1873
59	O=C(NCc1cccnc1)c1ccc([N+](=O)[O-])cc1	1687	1949
60	O=c1c2oc3ccccc3c2ncn1Cc1ccc(Cl)cc1	1690	2046

Following part:
nr	Molecule	SRC3 TRFRET art	SRC1 TRFRET art
61	C[C@]12CCC(=O)C=C1CC[C@@H]1[C@@H]2C(=O)C[C@@]2(C)[C@H]1CC[C@]2(O)C(=O)CO	1522	1501
62	O=C(Cc1ccc(Cl)cc1)NNS(=O)(=O)c1ccc([N+](=O)[O-])cc1	1589	1939
63	N#Cc1c(Nc2ccccc2)c(/C=N/NCCO)c[nH]c1=O	1602	1786
64	O=C(O)CC1S/C(=N/N=C/C=C/c2ccccc2[N+](=O)[O-])NC1=O (stereo unspecified)	1529	1394
65	Cc1cc(F)ccc1S(=O)(=O)Nc1ccccc1C(=O)NCc1cccnc1	1598	1914
66	CCOc1ccc(NC(=O)CC(c2ccccc2)c2ccc(F)cc2)cc1 (stereo unspecified)	1502	1661
67	Cc1cccc(N(C(=O)c2nsc(Cl)c2Cl)C(C(=O)NC2CCCC2)c2ccc(O)cc2)c1C (stereo unspecified)	1503	1651
68	Cn1cnc([N+](=O)[O-])c1Oc1cccc(O)c1	1508	1511
69	O=C(NC1CCCC1)NS(=O)(=O)c1ccccc1Cl	1533	1533
70	CC(=O)N1CCN(S(=O)(=O)c2cccc(C(=O)OCC(=O)NC(=O)c3cccn3C)c2)CC1	1822	1614
71	O=C(COc1ccc(Br)cc1)NNC(=S)NC(=O)c1ccccc1[N+](=O)[O-]	1441	1724
72	Fc1cccc(Cc2noc(CN3CCC(c4ccncc4)CC3)n2)c1	1508	1846
73	CCC(C)NC(=O)C1CCN(S(=O)(=O)N2CCCC2)CC1 (stereo unspecified)	1604	1891
74	COc1ccc(C(=O)NCC(=O)OCC(=O)c2cc(OC)c(OC)c(OC)c2)cc1OC	1482	1892
75	Cc1csc(SC(C)C(=O)NCC(=O)Nc2ccc(F)c(F)c2F)n1 (stereo unspecified)	1613	1901
76	COc1ccccc1/C=C/CN1CCCC(CO)(Cc2cccc(Cl)c2)C1 (stereo unspecified)	1552	1551
77	COc1ccc(N2CCN(Cc3nc4cc(Cl)ccc4c(=O)[nH]3)CC2)cc1	1796	1843
78	CC(=O)NC(=S)Nc1cc(C(=O)O)ccc1Cl	1529	1782
79	Cc1ccc(S(=O)(=O)N2CCOCC2)cc1NC(=O)CN1CCN(c2ccc(O)cc2)CC1	1559	1980
80	COc1ccccc1C(C)NCC(=O)Nc1c(F)cccc1F (stereo unspecified)	1516	1877
81	O=Cc1ccccc1-n1cncn1	1409	1637
82	Cn1nnnc1SCc1ccccc1F	1846	1768
83	Cc1cccc(N2CCN(C(=O)c3ccccc3NC(=O)C3CCCCC3C(=O)O)CC2)c1 (stereo unspecified)	1520	1623
84	COc1ccc(Cl)cc1NC(=S)N(Cc1ccc(C(=O)O)cc1)Cc1ccc(OC)c(OC)c1	1460	2031
85	CC(C)C(=O)NNC(=O)CN1CCN(c2nc(-c3ccccc3)cs2)CC1	1650	1577
86	COc1ccc(/C=N/n2cnn(Cc3ccccc3Cl)c2=S)cc1OC	1458	1712
87	N#C/C(C(=O)N1CCOCC1)=C1/SC(Cc2ccc(F)cc2)C(=O)N1c1ccccc1 (stereo unspecified)	1610	1823
88	COc1ccc(/C=C/C(=O)OCC(=O)NCCC2=CCCCC2)cc1S(=O)(=O)N1CCOCC1	1606	1671
89	Cc1ccc(NC(=O)COC(=O)c2ccc(OCc3c(C)noc3C)cc2)cc1S(=O)(=O)N1CCOCC1	1686	1821
90	O=C(NCCSc1ccc(Br)cc1)c1ccccc1	1439	1691
91	O=C(COc1ccc(C(=O)O)cc1)Nc1cccc(C(F)(F)F)c1	1851	1731
92	COc1ccc(C(=O)CSc2ccccc2C(=O)O)cc1	1710	2132
93	Cc1cc(C)n(CCNc2nc3nonc3nc2N2CCCCC2)n1	1584	1726
94	O=C(Nc1ccccc1)C1CCCN1C(=O)Nc1ccccc1[N+](=O)[O-] (stereo unspecified)	1488	1717
95	CC1=C(C(=O)Nc2ccccc2)C(c2ccccc2[N+](=O)[O-])NC(=O)N1 (stereo unspecified)	1675	1806
96	O=C(O)c1cc(NC(=O)c2ccccc2[N+](=O)[O-])ccc1O	1509	1699
97	CN1CCCC(C#CC(O)(c2ccccc2)c2ccccc2)C1 (stereo unspecified)	1593	1732
98	Cc1cccc2cc(CN(CCCN(C)C)C(=S)NCCc3ccccc3)c(=O)[nH]c12	1644	1712
99	Cc1cc(=O)[nH]c(SCC(=O)Nc2nc3ccccc3s2)n1	1479	1601
100	Cc1cc(NS(=O)(=O)c2ccc(NC(=O)CSc3nnc(-c4ccco4)n3N)cc2)nc(C)n1	1606	1696
101	COc1ccc(C2C(C(=O)N3CCC(C(N)=O)CC3)CC(=O)N2c2ccc(OC)cc2)cc1 (stereo unspecified)	1483	1747
102	Cc1n[nH]c(C)c1S(=O)(=O)N1CCCC(C(=O)NC2CCCCC2)C1 (stereo unspecified)	1407	1896
103	Cc1cc(NC(=O)CSc2ccc3nnc(CCNC(=O)c4ccccc4)n3n2)no1	1523	1913
104	COc1ccc(/C(C)=N/Nc2ccc(C(=O)O)cc2)c(OC)c1	1549	1698
105	OCCNc1nc(OCC(F)(F)F)nc(N2CCN(C34CC5CC(CC(C5)C3)C4)CC2)n1	1498	1949
106	O=C(NCCS(=O)(=O)c1ccc(Cl)cc1)c1ccc(F)cc1	1714	2012
107	COc1ccc(NC(=O)Nc2ccc(F)cc2)c(C)c1	1418	1796
108	Cc1cc(-c2nnc(SCC(=O)c3ccc4c(c3)OCCO4)o2)no1	1595	1669
109	CCn1c(C)nc2cc(C(=O)N/N=C/c3ccc(O)cc3)ccc21	1376	1881
110	CC(=O)c1ccc(NC(=O)Nc2ccc3c(c2)nc(C)n3C)cc1	1540	1618
111	CCN(CC)c1cc(C)c2cc(NC(=O)c3ccccc3OC)ccc2n1	1703	1837
112	Cc1cccc(NC(=O)Nc2ccc(C#N)cc2)n1	1461	1477
113	O=C(Nc1cccc(C(F)(F)F)c1)c1cc2c(s1)-c1ccccc1OC2	1541	1885
114	CCCCN(CCCC)CC(O)COc1ccccc1C(=O)Nc1ccccc1 (stereo unspecified)	1698	1880
115	Cc1ccc(C(=O)n2c(N)nc3ccccc32)cc1	1686	2041
116	CCOc1ccc(NC(=O)CC2C(=O)Nc3ccccc3N2C(=O)c2ccccc2)cc1 (stereo unspecified)	1418	1428

Source: PubChem

A portion of the library; the hit share may differ from the screen's.
